LYPLA1 counter = counter-screen for PME1 inhibitors: inhibitors of human LYPLA1 | inhibition, % at 5.9 µM | O75608 | 320,000 tested, 0.16% active | recombinant LYPLA1, FP-Rh probe fluorescence polarization | AID 2174;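 active means inhibition above the mean of all tested compounds plus 3 SD, set per campaign, cut at about 14% in these data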;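 further: inhibitors block serine hydrolase probe labeling of LYPLA1 so polarization falls; 0% = enzyme with DMSO and 100% = wells lacking LYPLA1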
PREPL inh = inhibitors of human prolyl oligopeptidase-like enzyme PREPL | Q4J6C6 | recombinant PREPL, fluorescence polarization activity-based probe | inhibition, % at 5.96 µM | 320,000 tested, 0.68% active; in the data active means inhibition above about 43%;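 further: 0% = enzyme with DMSO and 100% = wells lacking enzyme; many of its hits are not listed in these tables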
PAD4 inh = inhibitors of human PAD4. 330,000 tested, 0.41% active. Q9UM07. recombinant PAD4, RCA probe fluorescence polarization. AID 485272. inhibition, % at 6.36 µM;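 active means percent inhibition above a cutoff equal to the mean of all tested compounds plus 3 SD, cut at about 15% in these data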;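 further: 0% = PAD4 with RCA probe and DMSO and 100% = probe without PAD4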
Target sequence (Q9UM07 whole entry, looked up): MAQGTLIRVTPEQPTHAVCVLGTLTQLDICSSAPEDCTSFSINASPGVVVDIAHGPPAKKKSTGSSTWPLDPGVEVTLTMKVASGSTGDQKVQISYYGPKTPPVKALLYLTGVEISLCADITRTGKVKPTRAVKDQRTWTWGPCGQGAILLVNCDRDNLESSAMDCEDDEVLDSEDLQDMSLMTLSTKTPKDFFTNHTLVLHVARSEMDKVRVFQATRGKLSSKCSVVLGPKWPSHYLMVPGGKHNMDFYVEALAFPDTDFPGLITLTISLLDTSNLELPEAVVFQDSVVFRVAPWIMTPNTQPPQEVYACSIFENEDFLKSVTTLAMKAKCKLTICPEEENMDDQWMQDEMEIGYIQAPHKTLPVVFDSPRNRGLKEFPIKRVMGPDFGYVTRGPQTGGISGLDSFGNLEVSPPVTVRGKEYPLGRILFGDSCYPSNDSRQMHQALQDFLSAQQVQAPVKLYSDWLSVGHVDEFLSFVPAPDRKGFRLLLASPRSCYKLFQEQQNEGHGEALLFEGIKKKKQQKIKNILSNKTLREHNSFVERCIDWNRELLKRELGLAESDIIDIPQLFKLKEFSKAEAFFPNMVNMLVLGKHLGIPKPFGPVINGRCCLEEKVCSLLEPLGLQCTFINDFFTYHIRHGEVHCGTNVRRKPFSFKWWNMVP
GSTO1 counter = blocks human GSTO1 in RBBP9 counter-screen. P78417. recombinant GSTO1, activity-based probe fluorescence polarization. inhibition, % at 5.96 µM. 300,000 tested, 1.1% active;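 active means inhibition above the campaign mean inhibition plus 3 SD, cut at about 35% in these data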;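 further: 0% = GSTO1-1 with DMSO and 100% = wells lacking GSTO1-1 enzyme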
EBNA-1 inh = blocks EBNA-1 binding to DNA; EBNA-1 DNA binding, fluorescence polarization; inhibition, % at 14.8 µM; 300,000 tested, 0.34% active; in the data active means inhibition above about 28%
ZTA DNA inh = blocks Epstein-Barr virus ZTA, an EBNA-1 counter-screen | P03206 | ZTA-DNA binding, fluorescence polarization | inhibition, % at 11 µM | 320,000 tested, 0.15% active | AID 2234; in the data active means inhibition above about 33%
Target sequence (P03206 whole entry, looked up): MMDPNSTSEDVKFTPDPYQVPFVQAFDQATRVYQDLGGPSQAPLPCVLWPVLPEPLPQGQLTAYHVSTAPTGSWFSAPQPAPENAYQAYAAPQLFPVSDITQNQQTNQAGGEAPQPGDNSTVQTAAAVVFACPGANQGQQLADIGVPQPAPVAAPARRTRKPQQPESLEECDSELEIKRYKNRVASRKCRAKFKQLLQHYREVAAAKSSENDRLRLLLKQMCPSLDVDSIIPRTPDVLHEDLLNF
LYPLA2 counter = LYPLA2 (human) inhibition in PME1 counter-screen; O95372; recombinant LYPLA2, FP-Rh probe fluorescence polarization; inhibition, % at 5.9 µM; 320,000 tested, 0.38% active; AID 2177;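 active means inhibition above the screen-wide mean plus 3 SD, limit set per campaign, cut at about 26% in these data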;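 further: 0% = LYPLA2 with DMSO and 100% = wells lacking LYPLA2 enzyme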
PAFAH2 FP inh = inhibitors of human PAFAH2. Q99487. inhibition, % at 3.39 µM. recombinant PAFAH2, FP-rhodamine activity probe, fluorescence polarization. 340,000 tested, 0.99% active;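 active means inhibition above the mean over all tested compounds plus 3 SD, cut at about 30% in these data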;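 further: inhibitors block probe labeling of enzyme so polarization drops; 0% = enzyme with DMSO and 100% = wells lacking PAFAH2 protein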
PAFAH1B3 inh = PAFAH1B3 (human) inhibition; 340,000 tested, 0.28% active; inhibition, % at 3.39 µM; recombinant PAFAH1B3, FP-rhodamine probe, fluorescence polarization; Q15102;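 active means inhibition above the screen-wide average of all tested compounds plus 3 SD, cut at about 25% in these data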;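 further: 0% = enzyme with DMSO only and 100% = wells lacking PAFAH1B3 protein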
* hit, by the source's call; . = not tested or not shown. A portion of the library (hit frequency here may not be typical).

SMILES	LYPLA1 counter	PREPL inh	PAD4 inh	GSTO1 counter	EBNA-1 inh	ZTA DNA inh	LYPLA2 counter	PAFAH2 FP inh	PAFAH1B3 inh
CC(C)C(C(=O)NC1CCCC1)N(Cc1ccco1)C(=O)CNS(=O)(=O)c1ccccc1 (configuration not stated)	-5	6	-10	6	-5	-3	-2	0	-2
CCn1ccc2cc(OC)ccc2c1=S	0	10	-6	5	-10	-13	0	4	6
O=C(CSc1nnc(CNC(=O)c2cccs2)o1)NCCc1ccccc1	-3	6	4	3	-5	-18	0	5	10
OCC1OC(Oc2cccc3ccccc23)C(O)C(O)C1O (configuration not stated)	-2	-6	-3	5	-6	-12	-2	-7	5
COc1ccc(-c2nn(-c3ccccc3)cc2/C=C/C(=O)OCC(=O)Nc2ccc(C#N)cc2)cc1	-9	-2	0	-7	-11	-5	-29	-6	1
COC(=O)C1CCN(C(=O)CN2C(=O)NC(CCc3ccccc3)C2=O)CC1 (configuration not stated)	5	8	4	9	-3	-15	0	-11	9
Cc1oc(-c2ccccc2)nc1C(=O)Nc1nccs1	-2	-11	3	-5	52*	11	-9	32*	3
COc1ccc(NC(=S)NC2CCN(Cc3ccccc3)CC2)cc1OC	2	-1	0	20	5	8	5	-6	3
COc1cccc(OC)c1-c1nn2c(-c3ccco3)nnc2s1	4	13	-3	-9	-13	7	2	3	2
CCOc1ccccc1N(C)C(=O)CCS(=O)(=O)c1ccc2c(c1)NC(=O)CO2	-4	19	-2	6	-4	-1	-8	4	13
O=C(Nc1cc(Cl)ccc1O)C1CCCO1 (configuration not stated)	1	-1	-3	5	6	5	0	-1	-1
CC(CN1CCOCC1)OC(=O)c1cccc(Br)c1 (configuration not stated)	2	0	-2	4	-4	0	8	-5	0
COc1ccccc1C(=O)NC(=S)Nc1cccnc1Cl	-1	-3	-3	-6	3	5	2	-1	7
O=C(/C=C/c1ccc(Br)o1)NCCCN1CCOCC1	-1	5	-2	18	-2	6	-3	-4	7
O=C(c1ccccc1)c1cc2ccccc2oc1=O	1	-1	0	6	-9	15	7	-4	4
COc1ccc(O)c(/C=N/NC(=O)c2cc(=O)[nH]c3ccccc23)c1	3	1	-5	-3	-1	11	7	0	14
CC(Oc1ccc(Br)cc1)C(=O)NCC(c1cccs1)N1CCOCC1 (configuration not stated)	-1	6	-1	1	-5	2	3	3	10
COc1ccccc1N1CCN(CC(O)COc2ccc3c(c2)OCO3)CC1 (configuration not stated)	-1	-1	3	7	5	4	-3	1	7
Nc1nccnc1C(=O)OCC(=O)NCCc1ccc(Cl)cc1	-2	21	-2	.	.	-7	6	4	9
COc1ccccc1C(c1nnnn1C(C)C)N1CCN(C(=O)c2ccco2)CC1 (configuration not stated)	-1	1	-4	4	8	3	-1	14	10
COc1ccc(C)cc1Nc1nc(N)c2ccccc2n1	1	10	-4	-4	13	-3	-4	6	13
CC(C)C(=O)Nc1ccc(C(=O)Nc2ccc(S(=O)(=O)N3CCOCC3)cc2)cc1	-3	-1	-3	0	8	0	1	-6	-2
C=CCOC(=O)C(=O)/C=C/c1coc2ccccc2c1=O	3	-3	6	3	-6	11	0	0	-3
Cc1cc(OCC(=O)NCC2CCC(C(=O)O)CC2)c2c(C)c(C)c(=O)oc2c1 (configuration not stated)	2	0	-1	4	-7	-8	0	10	8
Cc1c(Cl)cccc1NC(=O)C1CC2CCC1C2 (configuration not stated)	0	-1	2	0	-9	8	3	.	.

Among those listed so far, these contain an aryl methoxy group.
SMILES	LYPLA1 counter	PREPL inh	PAD4 inh	GSTO1 counter	EBNA-1 inh	ZTA DNA inh	LYPLA2 counter	PAFAH2 FP inh	PAFAH1B3 inh
CCn1ccc2cc(OC)ccc2c1=S	0	10	-6	5	-10	-13	0	4	6
COc1ccc(-c2nn(-c3ccccc3)cc2/C=C/C(=O)OCC(=O)Nc2ccc(C#N)cc2)cc1	-9	-2	0	-7	-11	-5	-29	-6	1
COc1ccc(NC(=S)NC2CCN(Cc3ccccc3)CC2)cc1OC	2	-1	0	20	5	8	5	-6	3
COc1cccc(OC)c1-c1nn2c(-c3ccco3)nnc2s1	4	13	-3	-9	-13	7	2	3	2
COc1ccccc1C(=O)NC(=S)Nc1cccnc1Cl	-1	-3	-3	-6	3	5	2	-1	7
COc1ccc(O)c(/C=N/NC(=O)c2cc(=O)[nH]c3ccccc23)c1	3	1	-5	-3	-1	11	7	0	14
COc1ccccc1N1CCN(CC(O)COc2ccc3c(c2)OCO3)CC1 (configuration not stated)	-1	-1	3	7	5	4	-3	1	7
COc1ccccc1C(c1nnnn1C(C)C)N1CCN(C(=O)c2ccco2)CC1 (configuration not stated)	-1	1	-4	4	8	3	-1	14	10
COc1ccc(C)cc1Nc1nc(N)c2ccccc2n1	1	10	-4	-4	13	-3	-4	6	13

The main list resumes with the two entries that preceded the break.
SMILES	LYPLA1 counter	PREPL inh	PAD4 inh	GSTO1 counter	EBNA-1 inh	ZTA DNA inh	LYPLA2 counter	PAFAH2 FP inh	PAFAH1B3 inh
Cc1cc(OCC(=O)NCC2CCC(C(=O)O)CC2)c2c(C)c(C)c(=O)oc2c1 (configuration not stated)	2	0	-1	4	-7	-8	0	10	8
Cc1c(Cl)cccc1NC(=O)C1CC2CCC1C2 (configuration not stated)	0	-1	2	0	-9	8	3	.	.
CCOC(=O)C1(Cc2ccccc2Cl)CCN(C(=O)c2cc(C)on2)CC1	-1	19	-3	-5	-29	-16	5	-3	2
COc1cc(-c2c(-c3cc(OC)c(OC)c(OC)c3)noc2C)ccc1F	-1	-10	-1	1	2	6	-5	.	.
Cc1ccc(C(=O)c2cc3ccccc3o2)cc1	0	-2	-5	4	3	0	5	10	13
OC(CNCc1cccc(Br)c1)c1ccccc1 (configuration not stated)	2	-4	-3	14	0	14	2	2	4
CCN1CCCC1CNC(=O)Cn1nc(C)n2nc(-c3ccccc3)cc2c1=O (configuration not stated)	1	-21	3	5	-13	8	2	0	-6
Cc1c(NC(=S)NC(=O)c2cccc(Cl)c2)c(=O)n(-c2ccccc2)n1C	-4	-5	2	3	4	-5	3	-5	13
Cc1cccc(C(=O)N2CCCC(N3CCN(c4ccccc4)CC3)C2)n1 (configuration not stated)	2	6	2	2	-2	0	-8	4	4
COc1ccc(/C=C2/SC(=S)N(CCC(=O)N3CCN(C)CC3)C2=O)cc1	0	18	-12	12	1	-15	1	2	-8
CSc1ncc(C(=O)Nc2cccc(S(N)(=O)=O)c2)n1-c1ccccc1	-1	0	5	5	-5	-8	1	0	-2
Cn1sc(NC(=O)c2ccccc2Cl)nc1=O	-2	1	-1	0	-5	10	1	3	0
COc1ccc(CC(=O)OC(C)C(=O)c2ccc(C)cc2)cc1 (configuration not stated)	-1	13	-4	-2	-2	3	3	-3	8
CCCCCc1ccc(CC(=O)N2CCOCC2)cc1	5	1	-3	-3	-8	7	6	5	11
COc1cc(/C=C/C(=O)N2c3ccccc3Sc3ccc(C(F)(F)F)cc32)cc(OC)c1OC	-4	-8	4	4	8	-22	2	-5	4
Cc1sc2ncnc(N3CCC(C(=O)NCC(=O)Nc4ccc(F)c(F)c4)CC3)c2c1C	-2	2	-3	-1	4	5	8	-3	-1
O=C(COc1ccc(F)cc1Cl)Nc1cccc(S(=O)(=O)N2CCCCCC2)c1	-29	16	-5	.	.	13	-48	-10	-1
CCOc1ccc(C2C(C#N)=C(N)N(N(C)C)C3=C2C(=O)CCC3)cc1 (configuration not stated)	-2	3	-2	-9	-10	-11	-2	7	0
O=C(Cc1cccs1)Nc1nnc(-c2ccccc2)s1	2	-2	4	1	-2	-1	6	0	5
CN(CC(=O)Nc1ccc(F)c(F)c1F)C(=O)C1=NN(c2ccccc2)C(=O)CC1	-1	6	1	.	.	0	1	-1	7
NS(=O)(=O)c1ccc(CCNc2ccnc3cc(Cl)ccc23)cc1	4	-7	-1	7	-4	-21	7	-4	1
CCOc1cc(NC(=O)c2ccco2)c(OCC)cc1NC(=O)CCC(=O)NCc1cccnc1	0	-7	-1	-7	0	-14	0	-3	4
COC(=O)C1=C(C)NC2=C(C(=O)c3ccccc32)C1c1cccc(OC)c1 (configuration not stated)	1	22	-5	-2	28*	-5	7	11	10
COc1ccc(C2=NCC(CSc3nccc(=O)[nH]3)S2)cc1 (configuration not stated)	0	1	-1	8	0	-1	3	4	1
Cn1nc(C(=O)OCCN2C(=O)c3ccccc3C2=O)c2ccccc2c1=O	1	6	-5	2	4	6	11	1	2
CC(C)(C)C1CCC(OC(=O)CN2CCCCC2)CC1 (configuration not stated)	5	5	-4	-1	-5	-1	-2	6	-2
O=C(Cn1cnc([N+](=O)[O-])n1)N/N=C/c1ccccc1O	-1	16	0	-5	3	-4	0	-4	14

Continued:
SMILES	LYPLA1 counter	PREPL inh	PAD4 inh	GSTO1 counter	EBNA-1 inh	ZTA DNA inh	LYPLA2 counter	PAFAH2 FP inh	PAFAH1B3 inh
O=C(Nc1ccc2nc(-c3ccc(Br)o3)[nH]c2c1)c1ccco1	-1	17	-4	-9	2	-8	-6	4	-6
COc1ccc(/C=C2\SC(=S)N(Cc3cccnc3)C2=O)cc1C	-3	14	1	3	3	-14	0	-2	1
CN1CCCC(OC(=O)COc2ccc(Br)cc2)C1 (configuration not stated)	-5	-12	0	14	-3	6	-3	5	-2
CCOc1ccc(C(CC(=O)O)NC(=O)Cc2ccc(Cl)cc2)cc1 (configuration not stated)	-3	-3	3	-3	5	3	4	-1	4
CCOC(=O)C1=C(C)N(CCCC(=O)NCc2ccc3c(c2)OCO3)C(=O)NC1c1ccc(Br)cc1 (configuration not stated)	-1	-7	-5	6	25	0	-1	.	.
CCN(c1ccc(OC)cc1)S(=O)(=O)c1ccc(-c2ccc(=O)[nH]n2)o1	2	8	1	9	0	-4	3	3	-3
CC(C)C1Oc2ccccc2N(CC(=O)N(Cc2ccccn2)C2CC2)C1=O (configuration not stated)	0	-5	1	-3	-6	1	1	-1	5
COc1ccc2[nH]c(=O)c(CN(C(=O)c3ccncc3)C(C)(C)C)cc2c1	-2	22	-1	18	4	-5	8	6	3
CCCC(c1nnnn1C1CCCC1)N1CCN(C(=O)c2ccco2)CC1 (configuration not stated)	0	-3	5	3	-7	0	-6	-1	7

Among those listed so far, 2 contain a cyano group:
SMILES	LYPLA1 counter	PREPL inh	PAD4 inh	GSTO1 counter	EBNA-1 inh	ZTA DNA inh	LYPLA2 counter	PAFAH2 FP inh	PAFAH1B3 inh
COc1ccc(-c2nn(-c3ccccc3)cc2/C=C/C(=O)OCC(=O)Nc2ccc(C#N)cc2)cc1	-9	-2	0	-7	-11	-5	-29	-6	1
CCOc1ccc(C2C(C#N)=C(N)N(N(C)C)C3=C2C(=O)CCC3)cc1 (configuration not stated)	-2	3	-2	-9	-10	-11	-2	7	0

From PubChem BioAssay
